DENV2 CPE = protects cells from dengue virus 2 cytopathic effect; 350,000 tested, 1.7% active; DENV2-infected cells, cytopathic effect rescue, plate reader; CPE inhibition, % at 9.99 µM; AID 651640; in the data active = CPE inhibition above about 20%, passing the limit was not always enough; inconclusive = no clear call, values can overlap the other calls; tested in BHK-21 cells;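 note: 0% = median of neutral control wells and 100% = median of positive control wells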
ERp5 block = blocks human ERp5 reductase activity on insulin | Q15084 | 350,000 tested, 0.05% active | ERp5 insulin aggregation, absorbance 650 nm, 90 min | AID 651711 | inhibition, % at 9.99 µM;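 active = mean replicate inhibition above about 25%, with every replicate also reaching it, limit read from the data, passing the limit was not always enough; inconclusive = only one of those two criteria met; inactive = neither criterion met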
Target sequence (Q15084 whole entry, looked up): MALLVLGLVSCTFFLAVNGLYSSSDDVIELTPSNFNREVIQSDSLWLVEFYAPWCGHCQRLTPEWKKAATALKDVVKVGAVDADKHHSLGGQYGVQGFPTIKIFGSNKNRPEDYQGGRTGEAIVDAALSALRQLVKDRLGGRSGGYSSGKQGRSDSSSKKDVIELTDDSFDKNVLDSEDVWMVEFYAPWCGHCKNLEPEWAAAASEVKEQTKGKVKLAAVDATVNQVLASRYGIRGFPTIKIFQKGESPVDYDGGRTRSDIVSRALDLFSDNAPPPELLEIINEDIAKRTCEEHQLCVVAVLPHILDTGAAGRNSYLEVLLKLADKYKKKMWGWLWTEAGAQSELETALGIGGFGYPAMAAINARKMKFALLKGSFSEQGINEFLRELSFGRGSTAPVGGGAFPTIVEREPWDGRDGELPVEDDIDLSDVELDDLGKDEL
S100A4 inh HTS = S100A4-myosin IIA interaction inhibition; P26447; AID 652163; 360,000 tested, 0.14% active; S100A4/TAMRA-MyoIIA peptide fluorescence polarization; inhibition, % at 10.7 µM;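 active = mean inhibition of at least 70% across replicates, with every replicate also reaching that level; inconclusive = mean inhibition reaches 70% but some replicates fall short; inactive = mean inhibition below 70%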
Target sequence (P26447 whole entry, looked up): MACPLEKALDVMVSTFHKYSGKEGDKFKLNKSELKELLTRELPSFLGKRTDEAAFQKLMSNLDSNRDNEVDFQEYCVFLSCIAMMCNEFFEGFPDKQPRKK
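assay system = human S100A4 monomer with TAMRA-labelled myosin IIA peptide | also added = labelled myosin peptide probe, 5 nM | incubation = 5 min between mix addition and reading | control set = DMSO and TFP controls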
PglD inh = PglD (C. jejuni) enzyme inhibition; 360,000 tested, 0.098% active; purified PglD enzyme, DTNB colorimetric CoA detection; inhibition, % at 12.5 µM; in the data active = inhibition above about 16%, passing the limit was not always enough; inconclusive = no clear call, values can overlap the other calls; note: strong numbers were not always called active
SIRT5 inh = sirtuin-5 (human) deacylase inhibition | 330,000 tested, 1.1% active | inhibition, % at 15 µM | AID 652115 | Purified SirT5, succinyl-peptide AMC, trypsin-coupled fluorescence; in the data active = inhibition above about 15%; inconclusive = no clear call, values can overlap the other calls
Target sequence (Q9NXA8 whole entry, looked up): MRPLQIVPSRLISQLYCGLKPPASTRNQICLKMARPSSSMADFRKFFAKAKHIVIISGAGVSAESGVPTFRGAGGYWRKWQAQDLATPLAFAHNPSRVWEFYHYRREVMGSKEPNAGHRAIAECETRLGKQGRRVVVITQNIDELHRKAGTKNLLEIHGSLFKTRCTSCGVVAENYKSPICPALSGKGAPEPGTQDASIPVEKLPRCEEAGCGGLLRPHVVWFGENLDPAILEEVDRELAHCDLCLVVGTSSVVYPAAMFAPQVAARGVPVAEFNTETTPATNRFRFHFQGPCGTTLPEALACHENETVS
Statin myotox sup = suppression of simvastatin myotoxicity; rescue of ATP level, % at 7.49 µM; 330,000 tested, 0.78% active; C2C12 myotubes + simvastatin, ATP luminescence, 48 h; scaled: DMSO 0, geranylgeraniol control 100; AID 602340;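 active = mean ATP rescue above about 67%, or every replicate alone reaching that limit, limit read from the data, passing the limit was not always enough; inconclusive = no clear call, values can overlap the other calls; inactive = mean under the limit and some replicate under it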;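 note: myotubes were challenged with 10 µM simvastatin during compound exposure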
E-selectin induc = E-selectin induction on HUVECs. 260,000 tested, 0.37% active. activation, % at 7.58 µM. AID 686992. HUVEC E-selectin immunofluorescence imaging; normalized: neutral wells 0, TNF-alpha wells 100. P16581;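 active = mean E-selectin-positive cell signal at least 10% of the positive control, reached in at least 60% of replicates, without over 20% cell loss; inconclusive = no rule given, readout overlaps actives, possibly toxicity-flagged; inactive = the rest, including those meeting only one limit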;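 note: in these data hits start at about 27%; measured in HUVEC primary endothelial cells; signal is the percent of cells scored E-selectin positive by PE staining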
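Material: HUVEC primary endothelial cells; Amount: 3,000 cells per well; Dosing: single concentration; Medium: EGM-2 growth medium on 0.1% gelatin-coated wells; Read-out basis: percent E-selectin-positive cells; Signal: immunofluorescence imaging; Control set: TNF-alpha, DMSO.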
Starred values were filed as active, the others as inactive; ? = inconclusive; nt = no result given; & = joins results of further samples. Not all compounds are listed. The share of hits here may be higher or lower than overall.

compound	DENV2 CPE	ERp5 block	S100A4 inh HTS	PglD inh	SIRT5 inh	Statin myotox sup	E-selectin induc
CCCN(CC(=O)Nc1ccccc1C)C(=O)C1CC(=O)N(c2ccc(C)cc2)C1 (configuration not stated)	13	4	-9	nt	-3	-11	-0.1
Cc1nc2sc(-c3ccccc3)cc2c(=O)n1N	5	?	-1	4	2	-67	nt
Cc1cc(C)c2c(=O)[nH]c(SCC(=O)NCc3ccccc3)nc2n1	1	4	3	7	-3	15	nt
C[C@@H]1CN([C@@H](C)CO)S(=O)(=O)c2ccc(-c3ccc(C(=O)N(C)C)cc3)cc2O[C@H]1CN(C)Cc1ccccc1C(=O)O	-2	-7	2	nt	3	nt	-0.1
CC(C)c1ccc(NC(=O)COC(=O)CCC(=O)c2cccs2)cc1	-3	1	5	-8	1	nt	-1.2
O=C(O)C(=Cc1ccc([N+](=O)[O-])cc1)CCc1ccccc1	16	-6	1	1	0	nt	-0.2
CCOC(=O)N1CCC(NC(=O)CN2C(=O)COc3ccc(C(C)(C)C)cc32)CC1	2	-4	-1	0	-3	9	nt
CCC(=O)Nc1ccc2c(c1)C(=O)N(C)C[C@H](OC)[C@H](C)CN(C(=O)CC)[C@H](C)CO2	-3	-4	67	-1	-1	-12	-0.2
COCC#Cc1ccc([C@@H]2[C@H]3CN(C(=O)c4cccnc4)CC(=O)N3[C@H]2CO)cc1	-10	0	53	nt	2	nt	-0.4
CCOc1cc(/C=C/C(=O)OCC(=O)NCC2CCCO2)cc(Cl)c1OC (configuration not stated)	-5	4	-3	0	1	-1	nt
CC1CC2(CCCC2)N(C(=O)N(C)C)c2ccc(F)cc21 (configuration not stated)	0	-1	-1	-2	5	-5	-0.2
Cc1oc(-c2ccccc2Cl)nc1CS(=O)CC(=O)NCc1ccco1 (configuration not stated)	2	-1	-3	-5	0	-8	nt
Cc1c(NS(=O)(=O)c2ccc(N3CCCCC3)c([N+](=O)[O-])c2)c(=O)n(-c2ccccc2)n1C	-11	0	0	-5	-6	23	-1.2
O=C(NCC1CC1)[C@@H]1[C@@H](CO)[C@@H]2Cn3c(cccc3=O)[C@@H]2N1CCC(F)(F)F	11	0	3	1	0	5	-0.4
C[C@@H]1CN([C@H](C)CO)C(=O)Cc2cc(NS(C)(=O)=O)ccc2O[C@H]1CN(C)C(=O)Nc1cccc2ccccc12	0	-6	12	6	2	21	nt
Cc1c(NS(=O)(=O)c2cc(C(=O)NCC3CCCO3)cc(Cl)c2Cl)c(=O)n(-c2ccccc2)n1C (configuration not stated)	16	2	-2	nt	0	-17	-0.7
CC(C)CC#Cc1ccc2c(c1)O[C@H](CN(C)Cc1cccnc1)[C@@H](C)CN([C@@H](C)CO)S2(=O)=O	nt	6	nt	nt	18*	-26	0.0
COc1ccc(S(=O)(=O)Nc2cccc3c2O[C@@H](CN(C)C(=O)NC2CCCCC2)[C@H](C)CN([C@@H](C)CO)C3=O)cc1	-6	4	8	1	4	-16	-0.1
Cc1ccccc1NC(=O)Nc1ccc2c(c1)C(=O)N(C)[C@H]1CC[C@H](CC(=O)O)O[C@H]1CO2	5	nt	nt	-3	nt	-7	0.0
O=[N+]([O-])c1ccc(N2CCN(c3ccc(O)cc3)CC2)c(Cl)c1	1	0	8	-7	0	nt	-0.1
CCOc1ccc(CNc2nnnn2C)cc1	-6	4	-1	2	2	13	nt
COc1ccc(C(=O)OCC(=O)NC2CC2)cc1	13	1	-4	4	nt	5	-0.1
O=C(NCCn1cc(SCC(=O)N2CCOCC2)c2ccccc21)c1ccccc1	2	-1	-5	0	3	-1	nt
COc1cccc(-c2c(-c3cc(OC)cc(OC)c3)n(C)c3ccc(-c4cccc5[nH]ccc45)cc23)c1	nt	nt	nt	-4	nt	-17	-0.1
O=C(c1ccccc1Br)N1CCn2c1nc1ccccc12	-6	5	-6	nt	-2	nt	nt
COc1ccc(-c2nc3ccccc3nc2-c2ccc(OC)cc2)cc1	1	-3	-4	0	-3	12	0.0
O=C1c2cccc([N+](=O)[O-])c2C(=O)N1CCO	8	0	7	nt	-4	nt	nt
C=C[C@@H](COC(C)=O)N(C(=O)OC(C)(C)C)S(=O)(=O)c1ccc(Br)cc1	0	-1	3	nt	-4	nt	nt
C[C@H]1CCCCO[C@@H](CN(C)Cc2ccccc2)[C@@H](C)CN([C@@H](C)CO)C(=O)c2cc(NS(=O)(=O)c3ccccc3)ccc2O1	-2	1	12	-2	-8	nt	0.2
Cc1ccc(C(=O)N2CCCC(Nc3cccc(F)c3)C2)cc1N1CCNC1=O (configuration not stated)	9	1	-1	4	1	-4	-0.5

The last 2 records of the section above open the next one:
compound	DENV2 CPE	ERp5 block	S100A4 inh HTS	PglD inh	SIRT5 inh	Statin myotox sup	E-selectin induc
C[C@H]1CCCCO[C@@H](CN(C)Cc2ccccc2)[C@@H](C)CN([C@@H](C)CO)C(=O)c2cc(NS(=O)(=O)c3ccccc3)ccc2O1	-2	1	12	-2	-8	nt	0.2
Cc1ccc(C(=O)N2CCCC(Nc3cccc(F)c3)C2)cc1N1CCNC1=O (configuration not stated)	9	1	-1	4	1	-4	-0.5
C=CCC1(CC=C)CCCN1C(=O)CC1C(=O)NCCN1Cc1cc(OC)cc(OC)c1 (configuration not stated)	10	2	-12	nt	-3	nt	-0.1
C[C@H]1CN([C@@H](C)CO)C(=O)Cc2cc(NC(=O)Cc3cn(C)c4ccccc34)ccc2O[C@@H]1CN(C)Cc1ccc(-c2ccccc2)cc1	0	3	3	nt	-1	60	1.5
COc1ccc(N2CCN(C(=O)C(=O)c3cc(OC)c4ccccc4c3)CC2)cc1	-7	-2	-2	nt	-4	nt	5.8
CN1C(=O)c2cc(NC(=O)C3CCCC3)ccc2OC[C@@H]2O[C@H](CC(=O)NCc3ccccc3F)CC[C@@H]21	6	-3	-4	nt	2	nt	-0.1
COC(=O)C1=C(C)NC(C)=C(C(=O)OC)C1C(=O)OC(C)C(=O)c1ccccc1 (configuration not stated)	?	3&4	-3&-4	-3	2&-1	-26	77*
CCCNC(=O)[C@@H]1[C@@H](CO)[C@@H]2Cn3c(ccc(-c4cccnc4)c3=O)[C@@H]2N1CCC	12	2	2	9	-9	2	-0.5
O=C(N/N=C/c1c(Cl)cccc1Cl)c1ccccc1F	-3	13	2	nt	0	nt	nt
N#C[C@@H]1[C@H](c2ccccc2)[C@H](CO)N1S(=O)(=O)c1cccc(F)c1	-4	0	0	0	5	2	-0.3
CCOc1ccc(N2CC(C(=O)NCc3ccccc3)CC2=O)cc1 (configuration not stated)	0	-5	-17	1	-7	-2	nt
O=C1CCC(C(=O)N2CCOCC2)CN1Cc1cccc(C(F)(F)F)c1 (configuration not stated)	3	-3	3	-2	-3	-13	nt
CCCN(C)C[C@H]1Oc2ncc(-c3cccc(C#N)c3)cc2C(=O)N([C@H](C)CO)C[C@H]1C	-2	3	-7	4	-3	8	-0.4
COc1ccc2c3c([nH]c2c1)[C@@H](CO)N(C(=O)Nc1ccc(F)cc1)CC31CCN(C(=O)Cc2ccncc2)CC1	-4	3	-7	nt	5	nt	0.0
c1ccc(COc2ccc(OCCCN3CCCC3)cc2)cc1	-8	-1	-1	3	-1	nt	nt
O=C(CC1CC1)N1CC(=O)N2[C@H](CO)[C@@H](c3ccc(-c4ccccc4)cc3)[C@@H]2C1	-9	3	1	nt	-4	nt	0.6
CC1=C(C(=O)Nc2ccc(C(=O)N3CCN(c4ccccc4F)CC3)cc2)SCCO1	5	5	1	-1	-2	-7	nt
CO[C@@H]1CN(C)C(=O)c2cc(NS(=O)(=O)CC(F)(F)F)ccc2OC[C@@H](C)NC[C@@H]1C	-8	8	-4	-1	3	5	0.1
C[C@H](CO)N1C[C@H](C)[C@@H](CN(C)Cc2ccc(C(=O)O)cc2)OCc2cn(nn2)CCCC1=O	-14	7	-10	nt	12	nt	-0.1
Cc1ccc2c(c1)N(C(=O)CCC(=O)NC1CCC(C)CC1)CCO2 (configuration not stated)	1	-10	-2	11	0	0	nt
CNC[C@H]1Oc2ncc(-c3ccccc3C)cc2C(=O)N([C@@H](C)CO)C[C@@H]1C	3	-5	-16	-1	0	2	1.4
CC(=O)n1cc([C@@H]2C=C(C(=O)N3CCN(Cc4ccc5c(c4)OCO5)CC3)O[C@H](OCCCCO)C2)c2ccccc21	-3	-1	7	-2	nt	11	nt
C[C@@H]1CCCCO[C@H](CN(C)Cc2ccc(C(=O)O)cc2)[C@H](C)CN([C@@H](C)CO)C(=O)c2cc(NC(=O)C3CCCCC3)ccc2O1	-3	4	6	2	-3	nt	-0.1
C[C@@H]1CN([C@@H](C)CO)C(=O)Cc2cc(NC(=O)CCC(F)(F)F)ccc2O[C@H]1CN(C)Cc1ccc(-c2ccccc2)cc1	4	6	54	2	-1	28	-0.3
O=C(CCN1C(=O)/C(=C/c2ccco2)SC1=S)Nc1ccc(C(=O)O)c(O)c1	5	0	-49	-2	50*	11	1.4
CN(C(=O)CN1C(=O)/C(=C/c2ccccc2Cl)SC1=S)C1CCS(=O)(=O)C1 (configuration not stated)	3	3	-1	nt	-1	-2	nt
CC(C)CC#Cc1ccc2c(c1)O[C@H](CN(C)C(=O)Cc1ccccc1)[C@@H](C)CN([C@@H](C)CO)S2(=O)=O	-17	-2	2	-2	2	-21	0.0
CCCC1CC(C(=O)NC(C(C)Cl)C2OC(SC)C(O)C(O)C2O)N(C)C1 (configuration not stated)	?	5	-6	3	0	10	1.9
CCC(=O)N(C)C[C@H]1Oc2cc(C#CC(C)(C)O)ccc2S(=O)(=O)N([C@H](C)CO)C[C@@H]1C	-2	3	-1	3	-1	-6	0.0
O=C(COC(=O)CCC(=O)c1ccc(F)cc1)Nc1ccc2[nH]c(=O)[nH]c2c1	2	6	-11	-4	11	8	-0.1
OCCCNc1ncnc2oc(-c3ccccc3)c(-c3ccccc3)c12	-1	-1	-6	1	-15	-76	0.2
CCC(=O)N1CC2(CN(S(C)(=O)=O)C2)c2c(n(C)c3cc(OC)ccc23)[C@@H]1CO	17	3	-7	nt	nt	nt	-0.2
CO[C@@H](CN(C)S(=O)(=O)c1ccc(Cl)cc1)[C@H](C)CN(Cc1ccccc1Cl)[C@@H](C)CO	-3	3	2	-3	0	-34	0.0
CCN1[C@@H]2c3ccc(-c4cccc(F)c4)c(=O)n3C[C@@H]2[C@@H](CO)[C@@H]1C(=O)N(C)C	0	-1	-11	0	-2	-7	-0.4
COCCCNC(=O)CC1C[C@H](C(=O)N2CCOCC2)[C@@]2(C)c3[nH]c4ccccc4c3CCN2C1=O (some centres not stated)	-7	0	-1	2	-5	-9	0.5
